# Autophagy mod: autophagy modulation, high-content screen; MEF GFP-LC3 puncta imaging; test concentration mostly 10 µM; calls only at 10 µM (by protocol); 0.98% of 190,000 active; AID 463193;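 active = percentage of spot-positive cells more than 3 SD above its plate mean, without a fluorescence outlier flag or 80% toxicity; inconclusive = no clear call, values can overlap the other calls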;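 also: spot-positive cell cutoff set from DMSO-treated cells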
# MT stabilize HCS: microtubule stabilizers in HeLa cells. % tubulin-high responders, % at 10 µM. HeLa tubulin immunostaining HCS, 24 h; share of cells brighter than vehicle mean+2SD. 0.83% of 200,000 active;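 active = plate Z-score above 3 for both tubulin-high and condensed-nucleus cell shares, with cell loss under 80%, at 10 µM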;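 also: anti alpha tubulin signal scored within the nucleus-defined area of each cell; some results filed as inactive read as strong as hits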
# Ins promoter up: MIN6 insulin promoter up-regulation | MIN6 insulin promoter-GFP reporter, high-content imaging; stronger effect = higher value | z-score at 5 µM | 0.3% of 190,000 active | AID 1625;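 active = z-score above 3 at 5 µM with at least 500 cells counted in the well; inconclusive = wells under 500 cells, flagged as cytotoxic or low count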
# PhoP inhibition: PhoP-dependent GFP reporter repression – Salmonella Typhimurium, primary screen (AID 1863); S. Typhimurium PhoP-regulated promoter GFP reporter, 4 h; higher % means a stronger effect; one-dose inhibition, % at 50 µM; IC50 in µM for titrated hits; 0.16% of 300,000 active;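 active = inhibition over 29.93%, a cutoff 3 SD above the screen mean, later confirmed by dose response; inconclusive = inhibition over 29.93% but no dose response follow-up; inactive = inhibition at most 29.93% or unconfirmed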;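 also: 0% = low Mg2+ inducing control and 100% = high Mg2+ repressing control; strong numbers were not always called active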
# Hep lipid drop: hepatic lipid droplet formation modulation; AML12 mouse hepatocytes, oleate lipid droplets, BODIPY imaging; inhibition, % at 6.5 µM; 0.4% of 240,000 active; AID 1656;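 active = lipid droplet intensity inhibited by at least 50%, with more than 500 cells counted; inconclusive = wells with under 300 cells, treated as cytotoxic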
#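 Assay system: AML12 mouse liver cells | Compound dosing: One dose, 6.5 µM compound | Read-out basis: Droplet intensity reduction, % inhibition | Measured by: Fluorescence imaging, 20x objective, two fields per well | Schedule: Overnight treatment with compound plus oleate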
# CSM14.1 death rescue: protection against thapsigargin-triggered cell killing – 384-well, CSM14.1, ATP luminescence, primary screen (AID 1222); cellular ATP content (survival), % at 20 µM, or EC50 in µM where a hit was titrated; CSM14.1 thapsigargin-induced death rescue, ATP luminescence; higher % means a stronger effect; 190,000 tested, under 10 active;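 active = EC50 below 50 µM in the dose-response confirmation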;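 also: death triggered by thapsigargin at about 15 µM added after 2 h compound pretreatment; cell ATP read after overnight thapsigargin exposure of roughly 18 to 22 hours; normalized against plate controls of thapsigargin alone and 5% DMSO vehicle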
# T cell HTS: modulates CD8 T cell binding to vesicles; AID 2052; 2C CD8+ T cell-vesicle binding, flow cytometry; stronger effect = lower value; 0.068% of 330,000 active; calls only at 7 µM;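 active = response, share of CD8 T cells binding vesicles, and their 90th percentile fluorescence all below set limits, cut at about 80% in these data, passing the limit was not always enough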
#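 Assay system: 2C TCR transgenic mouse naive CD8+ T cells, MACS-purified | Read-out: CD8+ gate FL2 mean fluorescence as % of same-row positive control | Signal: High-throughput flow cytometry with anti-B7-1 and anti-CD8 staining | Timing: Binding step 1.5 h, 37 °C, antibody labelling 20 min, ice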
# Dynein transport: blocks dynein driven cargo transport along microtubules; 3617.4 mouse cells, GR-EGFP nuclear translocation imaging; test concentration mostly 20 µM; stimulated with dexamethasone, 1 µM; stronger effect = lower value; z-score, hits read low; 0.47% of 220,000 active;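 active = plate z-score of nuclear minus cytoplasmic receptor signal below a set negative limit, without overly bright fluorescence or cell loss, cut at about -3.5 in these data, passing the limit was not always enough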;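 also: z-score of nuclear minus cytoplasmic ring GR-EGFP intensity difference per well; some compounds called inactive have numbers as strong as hits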
#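 Buffer or medium: tetracycline-free induction medium containing charcoal-stripped FBS / Reagent: dexamethasone agonist, 1.0 µM final, for 30 min / Technique: automated 10x imaging of fixed Hoechst-stained cells / Times: induction 48 h, compound 1 h, agonist 30 min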
# bCat nuc transl: beta-catenin nuclear translocation modulation; nuclear translocation activity, % at 5 µM; AID 1665; 0.3% of 190,000 active; HeLa beta-catenin nuclear translocation, immunofluorescence imaging;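 active = nuclear translocation activity above 50% at 5 µM, with a well cell count of 50 or more; inconclusive = wells under 50 cells across six images, flagged as toxic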;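 also: per-cell ratio of nuclear to cytoplasmic median beta-catenin stain intensity; plate controls were DMSO negative control for no effect and GSK-3 inhibitor IX positive control for full effect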
#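 test system = HeLa cells, endogenous beta-catenin | dosing = single 5 µM dose plus 0.02–20 µM confirmation series | times = compound treatment 24 h, 37°C, 5% CO2 | technique = beta-catenin immunofluorescence imaging with DAPI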
# Dynein transport cytoplasmic EGFP: second read-out of Dynein transport, no call of its own (marks repeat the call); z-score; measured here: cytoplasmic GR-EGFP intensity; stronger effect = higher value
# Dynein transport nuclear GR-EGFP: also measured in Dynein transport; calls as there; z-score; measured here: nuclear GR-EGFP intensity;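 lower value marks the stronger effect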
# Dynein transport cell count: second read-out of Dynein transport, no call of its own (marks repeat the call); z-score; measured here: cell count per field
# Ins promoter up cell count: further read-out of Ins promoter up, marked with its call; cell count; measured here: cytotoxicity, nuclei count;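 total cells summed across four imaged fields per well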
# Hep lipid drop cells 6.5 µM: recorded beside Hep lipid drop, whose call it bears; cell count; measured here: cell count, cytotoxicity flag;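 cells counted across two imaged fields per well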
# bCat nuc transl cell count 5 µM: recorded beside bCat nuc transl, whose call it bears; cell count; measured here: cell count, cytotoxicity flag
# T cell HTS vesicle-bound %: recorded beside T cell HTS, whose call it bears; double positive events, %; measured here: CD8+ vesicle-bound cell fraction;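 binding gate set so that unloaded-vesicle control wells show 10% double positive cells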
# MT stabilize HCS Hoechst-high %: also measured in MT stabilize HCS; calls as there; % Hoechst-high responders; measured here: nuclear condensation Hoechst responders;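 share of cells brighter than vehicle mean plus two SD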
# MT stabilize HCS cytotoxicity %: second read-out of MT stabilize HCS, no call of its own (marks repeat the call); toxicity, %; measured here: cytotoxicity by cell density;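 0% = mean cell density of plate MIN control wells and 100% = no cells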
# Autophagy mod cell loss 18 h: further read-out of Autophagy mod, marked with its call; toxicity, %; measured here: cell loss, nuclei count;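 cell loss after 18 h compound exposure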
# An asterisk follows results filed as active; i = inactive; ? = inconclusive; . = not tested or not shown.
SMILES,Autophagy mod,Autophagy mod cell loss 18 h,MT stabilize HCS,MT stabilize HCS Hoechst-high %,MT stabilize HCS cytotoxicity %,Ins promoter up,Ins promoter up cell count,PhoP inhibition,Hep lipid drop,Hep lipid drop cells 6.5 µM,CSM14.1 death rescue,T cell HTS,T cell HTS vesicle-bound %,Dynein transport,Dynein transport cytoplasmic EGFP,Dynein transport nuclear GR-EGFP,Dynein transport cell count,bCat nuc transl,bCat nuc transl cell count 5 µM
COC(=O)C1=C(C)NC(=O)NC1c1ccc(OCC(=O)N2CCCCC2)cc1 (stereo unspecified),i,3,1.8,1.6,6.5,.,.,-5%,.,.,-0.9%,i,14,2.9,-0.18,1.4,-1.6,.,.
COc1ccc(NC(=O)COC(=O)c2c(-c3ccccc3)noc2C)cc1,i,19,3.7,1.6,6.8,-1.5,1525,0%,.,.,-1.5%,i,59,-1.2,-0.11,-0.049,0.63,0.3,1282
Cc1nc2ccccc2c2nc(NC(=O)Cc3ccccc3)nn12,i,-6,2.6,1.5,1.9,0.06,1370,6%,-3,741,-0.7%,i,14,-0.39,-0.25,-0.011,0.24,.,.
O=C(O)CCSc1nc2ccccc2c(=O)[nH]1,i,0,3.2,1.9,5.6,.,.,-23%,-7,714,-0.5%,i,25,1.1,-0.23,0.43,0.092,-1.1,1177
Fc1ccc(-c2cc(C(F)(F)F)nc(-n3cc(Cl)cn3)n2)cc1,i,-6,1.9,2.2,4.6,-0.28,1400,2%,9,725,0.2%,i,12,0.6,-0.26,0.44,-0.21,.,.
COc1ccc(-c2c(C)nn3c(N4CCC(C(=O)NCCN(C)C)CC4)cc(C)nc23)cc1OC,i,-7,3.3,1.9,3.9,-1.3,1126,-6%,15,780,-1.0%,i,28,0.18,-0.16,0.24,0.092,-1.8,1132
COc1ccc(N=Cc2c(O)c3ccccc3oc2=O)cc1,i,34,4.8,2.1,7.8,-0.24,1393,-9%,-12,673,-1.7%,i,44,-0.68,-0.13,-0.64,0.64,-2.1,1158
COc1ccc(C(=O)c2c(C)oc3ccc(O)c(CN4CCOCC4)c23)cc1,i,10,2.5,1.6,4.9,?,.,6%,-3,813,-0.4%,i,33,-0.2,-0.24,0.27,-0.072,.,.
C=CCSC1=NN2CCS(=O)(=O)N=C2S1,i,-1,4.0,2.5,7.4,-0.11,1059,-9%,-17,663,-1.4%,i,30,-0.29,-0.35,0.57,0.16,3.4,975
COc1ccc(NC(=O)N2CC(C)OC(C)C2)cc1OC (stereo unspecified),i,2,2.2,1.5,6.2,0.27,1028,9%,-9,739,-0.2%,i,22,0.55,-0.14,0.25,-0.35,-0.6,1156
Cc1nc2sccc2c(=O)n1N,i,-17,1.5,2.3,8.4,-1.1,1258,6%,2,693,-1.5%,i,48,0.59,-0.19,0.4,-0.048,-1.8,1092
CCN(CC)S(=O)(=O)c1ccc(N2CCOCC2)c(NC(=O)CC23CC4CC(CC(Br)(C4)C2)C3)c1,i,19,2.1,2.4,8.5,-0.23,1243,3%,-7,697,-1.9%,i,37,-0.22,-0.25,0.21,0.27,0.3,1152
O=C1NC(=S)N/C1=C/C=C/c1ccccc1,i,9,3.6,2.2,9.3,-0.82,1573,-2%,0,653,-0.6%,i,61,0.91,-0.028,0.58,-0.48,-4.4,1075
C#CCNC(=O)C1=C[C@H](c2csc3ccccc23)[C@@H](CCCO)[C@H](OCC)O1,i,1,2.9,1.1,7.2,-0.63,1372,-9%,-17,700,3.0%,i,22,-0.39,-0.11,0.094,0.17,-2.3,1202
COc1cc2cc(C(=O)O)n(C)c2c(OC)c1OC,i,-5,4.6,2.6,10,-0.01,1150,8%,.,.,-2.5%,i,27,-0.77,-0.25,-0.15,-0.28,1.5,645
COCc1cc(C)nc(N/N=C/c2ccc(Cl)c(Cl)c2)c1C#N,i,7,1.7,1.5,7.5,-0.44,1426,17%,19,622,-2.2%,i,60,-0.43,-0.26,-0.078,1.2,-3.5,1009
Nc1nnc(Sc2ncccc2[N+](=O)[O-])s1,i,-20,4.0,2.4,10,-0.26,1121,3%,3,686,0.1%,i,33,-0.41,-0.17,-0.53,0.19,-0.2,1119
CCN(CC)CCC(C)OC(=O)c1ccc(O)cc1O (stereo unspecified),i,6,2.3,2.4,6.5,0.04,1468,5%,2,705,-0.9%,i,44,-0.67,0.05,-0.17,0.89,0.5,1544
O=C(NCCN1CCOCC1)C1CCC(CNS(=O)(=O)c2ccccc2)CC1 (stereo unspecified),i,-43,3.2,2.7,9.8,0.59,1010,-13%,9,735,-1.2%,i,50,0.84,-0.2,1.6,-1.1,2.4,502
CC(C(=O)OCC(=O)c1ccc([N+](=O)[O-])cc1)N1C(=O)C2C3CCC(C3)C2C1=O (stereo unspecified),i,12,2.7,1.9,4.8,-0.87,1150,-8%,8,725,-1.3%,i,50,-0.16,-0.24,0.076,-0.08,-0.5,1071
CCCCCc1nnc(NC(=O)Cc2cccs2)s1,i,-8,3.4,2.5,1.1,0.38,1929,-7%,-1,642,-0.6%,i,39,0.063,0.041,0.12,0.44,0.8,1126
CC1(C)CC(=O)C=C(NCc2ccncc2)C1,i,0,2.9,1.8,5.8,0.31,1520,2%,.,.,4.3%,i,50,0.63,-0.3,0.19,0.27,-3.2,1445
CC(=O)c1cccc(NC(=O)Nc2cc3sccc3n2C)c1,i,9,3.4,1.8,3.5,-1.1,1739,31%,19,668,-1.6%,i,51,0.29,-0.12,0.37,0.57,28,1009
O=C(c1ccc2c(c1)OCO2)N1CCC(Cc2ccccc2)CC1,.,.,.,.,.,-0.14,1084,-2%,-5,633,.,i,37,1.2,-0.3,0.44,0.26,1.5,1262
Nc1nnc(-c2ccccc2[N+](=O)[O-])o1,i,-40,3.8,2.5,1.6,0.3,1337,-4%,-8,689,-0.3%,i,18,-0.75,-0.21,-0.37,0.9,-2.7,1139
CC1=CC(=O)C(C(C)=Nc2ccccc2Cl)C(=O)O1 (stereo unspecified),.,.,.,.,.,-0.19,1138,-12%,-6,605,.,i,43,-0.85,-0.24,-0.38,-0.13,-0.8,1306
CC(C)n1nnnc1SCC(=O)NNC(=O)C1CCCCC1,i,4,1.1,0.8,5.6,-0.25,1637,3%,.,.,1.3%,i,12,-0.46,-0.18,-0.55,0.28,-0.2,1315
Cc1cccc(N=Cc2cc(Br)cc(Cl)c2O)c1,i,-6,2.8,3.4,12,0.3,1247,-1%,9,745,1.5%,i,25,-0.74,-0.32,-0.29,0.51,-1.7,1095
CCOC(=O)c1cc(=O)n2[nH]c(-c3ccc(C)cc3)cc2n1,i,9,3.6,2.5,5.9,-0.52,744,-7%,-6,749,-2.4%,i,22,0.027,-0.22,0.094,-0.53,-3.5,1049
COc1ccc(CCNC(=O)c2cc(-c3ccncc3)nc3c(Cl)cccc23)cc1OC,i,7,4.1,4.1,6.1,-0.64,1331,-1%,.,.,-1.3%,i,41,-0.4,-0.24,0.37,0.91,0.7,1503
COc1ccc(NC(=S)N(CCO)Cc2ccccc2)cc1,i,13,5.2,2.7,6.8,-0.59,1281,2%,6,658,-0.9%,i,59,-0.44,-0.29,0.054,1,-3.4,1156
CCN(CC)CCCN=C(C)C1=C(O)c2ccccc2C1=O,.,.,.,.,.,-1.5,1403,-6%,6,680,.,i,26,-0.11,-0.23,-0.074,0.048,0.3,1286
CCOC(=O)c1cnc2c(C#N)cnn2c1N,i,3,2.4,0.9,7.6,0.21,1176,0%,-11,715,-0.4%,i,32,0.52,-0.34,0.1,0.29,-1.4,1069
O=C(O)CCCCCn1c(SCc2cc(=O)n3cc(Cl)ccc3n2)nc2ccsc2c1=O,i,7,2.4,1.0,5.5,0.57,1209,1%,23,792,-1.9%,i,8,1.3,0.48,1.3,-0.87,4.9,408
CC(=O)Nc1ccc(C(=O)Cn2c3[n+](c4c(F)c(F)ccc42)CCCCC3)cc1,i,-9,1.2,2.1,10,-0.1,1167,-10%,6,705,2.1%,i,36,-0.32,-0.29,0.58,-0.83,-0.6,1071
